BH1578 lux ind = induces V. cholerae light production without autoinducers | activation, % at 18.7 µM | V. cholerae BH1578 lux reporter, luminescence, 6 h | 350,000 compounds, 0.16% hits; in the data active = activation mostly above about 9.7%, no sharp cut-off; note: not every result past the cut was called active; inactives centre near 0; reference of the scale not given here
Rv3671c protease = inhibits the M. tuberculosis serine protease Rv3671c. 320,000 compounds, 0.048% hits. inhibition, % at 5.96 µM. P9WHR9; in the data active = inhibition above about 38%;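 note: extracellular domain of Rv3671c used as enzyme; 0% = enzyme with DMSO and 100% = no enzyme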
SARS 3CLpro inh = SARS-CoV 3CLpro protease inhibition. inhibition, % at 6 µM. recombinant SARS-CoV 3CLpro, quenched FRET peptide cleavage. AID 1706. 290,000 compounds, 0.14% hits; in the data active = inhibition above about 12%
PriA SSB inh = K. pneumoniae PriA-SSBct interaction inhibition. AlphaScreen SSBct-PriA binding, biotinylated peptide. inhibition, % at 33 µM. 430,000 compounds, 0.6% hits. AID 1272365; in the data active = inhibition mostly above about 37%, no sharp cut-off; inactive = mostly below about 20%;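 note: plate controls were negative control peptide for no effect and reference peptide for full effect; strong numbers were not always called active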
TcdB GH inh = blocks C. difficile toxin B glycohydrolase activity. 350,000 compounds, 0.24% hits. inhibition, % at 9.99 µM. TcdB glycohydrolase enzymatic assay, plate reader; in the data active = inhibition above about 10%
Target sequence (P18177 whole entry, looked up): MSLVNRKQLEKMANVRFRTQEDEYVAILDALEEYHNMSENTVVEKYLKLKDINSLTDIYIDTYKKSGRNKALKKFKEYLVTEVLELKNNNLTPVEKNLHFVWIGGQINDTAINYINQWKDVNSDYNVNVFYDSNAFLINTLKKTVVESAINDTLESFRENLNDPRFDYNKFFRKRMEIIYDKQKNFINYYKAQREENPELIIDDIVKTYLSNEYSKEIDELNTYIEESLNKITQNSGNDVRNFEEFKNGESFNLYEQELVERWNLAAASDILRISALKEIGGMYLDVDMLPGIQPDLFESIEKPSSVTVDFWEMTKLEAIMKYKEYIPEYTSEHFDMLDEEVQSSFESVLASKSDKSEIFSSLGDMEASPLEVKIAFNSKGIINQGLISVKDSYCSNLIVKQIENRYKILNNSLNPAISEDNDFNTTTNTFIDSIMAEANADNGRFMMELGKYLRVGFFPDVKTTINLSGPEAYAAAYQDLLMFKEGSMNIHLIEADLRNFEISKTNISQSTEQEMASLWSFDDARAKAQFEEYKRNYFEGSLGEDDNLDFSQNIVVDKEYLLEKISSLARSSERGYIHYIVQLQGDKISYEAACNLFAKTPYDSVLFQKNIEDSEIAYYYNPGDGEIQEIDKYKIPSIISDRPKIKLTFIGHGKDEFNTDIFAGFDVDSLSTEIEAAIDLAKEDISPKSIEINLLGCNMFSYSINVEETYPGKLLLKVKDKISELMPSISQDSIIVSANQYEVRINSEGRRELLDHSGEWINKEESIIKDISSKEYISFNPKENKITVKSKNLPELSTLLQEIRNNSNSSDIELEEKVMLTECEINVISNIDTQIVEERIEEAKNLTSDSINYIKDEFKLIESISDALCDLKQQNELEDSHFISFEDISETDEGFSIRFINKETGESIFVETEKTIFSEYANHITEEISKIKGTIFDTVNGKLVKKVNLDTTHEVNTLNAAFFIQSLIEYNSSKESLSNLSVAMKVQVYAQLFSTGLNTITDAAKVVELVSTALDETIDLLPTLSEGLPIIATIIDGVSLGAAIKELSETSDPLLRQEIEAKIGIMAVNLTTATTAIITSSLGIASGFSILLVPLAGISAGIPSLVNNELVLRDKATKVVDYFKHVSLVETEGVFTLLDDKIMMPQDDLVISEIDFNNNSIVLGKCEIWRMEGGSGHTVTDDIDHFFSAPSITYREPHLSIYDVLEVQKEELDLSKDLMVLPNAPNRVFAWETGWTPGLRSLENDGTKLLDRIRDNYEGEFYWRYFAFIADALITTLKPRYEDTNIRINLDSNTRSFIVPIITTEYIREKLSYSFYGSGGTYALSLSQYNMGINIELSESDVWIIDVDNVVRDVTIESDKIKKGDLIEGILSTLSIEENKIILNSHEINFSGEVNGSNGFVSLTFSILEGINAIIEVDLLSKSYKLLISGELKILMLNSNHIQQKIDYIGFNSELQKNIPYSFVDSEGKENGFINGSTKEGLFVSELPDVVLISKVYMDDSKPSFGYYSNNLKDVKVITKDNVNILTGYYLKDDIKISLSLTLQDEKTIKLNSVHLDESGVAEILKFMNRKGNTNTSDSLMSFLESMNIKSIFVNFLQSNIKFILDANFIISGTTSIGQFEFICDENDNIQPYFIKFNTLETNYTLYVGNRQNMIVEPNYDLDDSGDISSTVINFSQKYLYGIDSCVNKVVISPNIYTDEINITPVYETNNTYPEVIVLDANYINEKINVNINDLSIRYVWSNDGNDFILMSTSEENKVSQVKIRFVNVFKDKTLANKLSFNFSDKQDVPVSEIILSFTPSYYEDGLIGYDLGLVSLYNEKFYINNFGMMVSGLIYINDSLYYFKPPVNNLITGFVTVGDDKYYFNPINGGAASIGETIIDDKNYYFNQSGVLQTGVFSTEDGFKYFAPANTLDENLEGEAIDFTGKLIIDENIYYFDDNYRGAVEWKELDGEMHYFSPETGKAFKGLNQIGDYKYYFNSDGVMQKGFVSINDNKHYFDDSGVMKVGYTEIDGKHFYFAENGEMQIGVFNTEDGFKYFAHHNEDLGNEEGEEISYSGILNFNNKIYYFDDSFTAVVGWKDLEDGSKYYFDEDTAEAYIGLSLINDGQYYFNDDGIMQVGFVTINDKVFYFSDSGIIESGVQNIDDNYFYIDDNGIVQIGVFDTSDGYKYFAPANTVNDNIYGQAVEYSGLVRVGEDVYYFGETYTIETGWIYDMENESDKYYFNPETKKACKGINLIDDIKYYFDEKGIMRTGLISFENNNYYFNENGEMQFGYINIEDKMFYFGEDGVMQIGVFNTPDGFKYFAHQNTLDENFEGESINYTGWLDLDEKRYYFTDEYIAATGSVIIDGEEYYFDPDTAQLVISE
Y pestis TopoI = Y. pestis Topo-I inhibition via cleavage products; activity, % at 10 µM; Y. pestis Topo-I cleavage product accumulation, plate reader; 360,000 compounds, 0.064% hits; AID 504884; in the data active = activity above about 50%, passing the limit was not always enough; note: inactives centre near 2
MazF activator = increases E. coli MazEF RNase cleavage of RNA | activation, % at 20 µM | AID 504720 | 350,000 compounds, 0.32% hits | FAM/BHQ RNA-DNA oligo cleavage fluorescence, 5 h | P0AE70; in the data active = activation above about 50%
Anthrax LF prot = blocks Bacillus anthracis lethal factor protease. P15917. multiplex microsphere protease cleavage assay, LF. inhibition, % at 10 µM. 360,000 compounds, 0.12% hits. AID 588501; in the data active = inhibition above about 30%; note: plate controls were buffer without enzyme for full effect and enzyme alone for no effect
PfHsp40 rescue = compounds rescuing yeast from Plasmodium falciparum HSP40 toxicity | S. cerevisiae expressing PfHsp40, growth rescue, ATP luminescence | growth rescue, % at 12.5 µM | 340,000 compounds, 0.68% hits; in the data active = growth rescue above about 28%, passing the limit was not always enough;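 note: yeast W303a lacking pdr1 and pdr3 grown in galactose medium; growth measured after three days at 30 °C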
VHR inh abs = DUSP3 (human) phosphatase inhibition. recombinant VHR phosphatase, pNPP absorbance. inhibition, % at 13.3 µM. 290,000 compounds, 0.52% hits; in the data active = inhibition above about 50%; note: some compounds called inactive have numbers as strong as hits
Active calls of the source: *; i = inactive; . = no result given; & = joins results of further samples. An excerpt (hit frequency here may not be typical).

SMILES | BH1578 lux ind | Rv3671c protease | SARS 3CLpro inh | PriA SSB inh | TcdB GH inh | Y pestis TopoI | MazF activator | Anthrax LF prot | PfHsp40 rescue | VHR inh abs
Cc1ccc(C(=O)N/C(=C/c2ccco2)C(=O)NCc2ccco2)cc1 | -0.2 | 0 | 0 | 2 | 0.4 | 1 | 7 | -2 | -1.9 | 17
COc1ccccc1N1C(=O)C2C(C(=O)c3ccccc3)=NN(c3ccccc3OC)C2C1=O (stereo unspecified) | -0.8 | -1 | 6 | -30 | 1.1 | 4 | -62 | 13 | 0.7 | 21
COc1ccc(S(=O)(=O)N2CCOCC2)cc1NC(=O)C1COc2ccccc2O1 (stereo unspecified) | -1.2 | 3 | . | -7 | 2.3 | 21 | -9 | 5 | 1.7 | .
Cn1c(=O)c2c(nc(N3CCOCC3)n2CCNC2=NCCC2)n(C)c1=O | -0.3 | 4 | 2 | -11 | . | 9 | -2 | -13 | -0.8 | .
Cc1cc(C)c(NC(=O)CSc2nncn2-c2cccnc2)c(C)c1 | -0.6 | 2 | 6 | 3 | 1.2 | 4 | -5 | 0 | -0.6 | 22
CCOC(=O)CNc1c(-c2ccc(O)cc2)nc2ccccn12 | -0.5 | -6 | 0 | -18 | . | 3 | -3 | -2 | 1.6 | 19
CCCn1nc(Oc2nc(NCC)nc(NCC)n2)ccc1=O | -0.4 | -6 | -1 | -15 | . | -4 | -1 | -4 | -3.3 | 23
Cn1nnnc1Sc1ncnc2scc(-c3cccc4ccccc34)c12 | -0.4 | -13 | . | 0 | 0.0 | 21 | -1 | 1 | 1.4 | .
CCOc1cc(C2NC(=O)NC2=O)ccc1O (stereo unspecified) | -0.2 | 2 | -3 | -4 | -9.8 | 8 | 5 | -8 | -0.1 | 8
COCc1c(Br)c(C)nc(OCC(=O)O)c1C#N | i | -2 | -3 | -5 | -0.9 | -7 | -1 | -2 | -1.8 | -12
O=C1NC(c2ccccc2)(C(F)(F)F)SC2=CCCCCN12 (stereo unspecified) | . | 0 | 3 | 6 | . | -4 | 1 | 2 | -0.2 | 5
COc1ccc(NC(=O)c2cc(Br)c(Br)s2)cn1 | -0.2 | -14 | 2 | -1 | -0.4 | -5 | -2 | 6 | 2.1 | 15
COc1ccc(S(=O)(=O)N2CCc3ccccc3C2)cc1 | 1.9 | 1 | -1 | -5 | -1.1 | 7 | 5 | 1 | -1.6 | 51*
CCOC(=O)N1CCN(C(=O)c2cc(Cl)c(Cl)cc2C(=O)O)CC1 | -0.3 | 1 | -3 | -6 | 1.2 | 1 | -4 | -1 | -0.3 | 28
CC(C)c1ccc(-c2nc3ccccc3s2)cc1 | i | 2 | -5 | -13 | 0.9 | 2 | -7 | -6 | 1.3 | 20
O=C(NCc1ccc2c(c1)OCO2)C1CCC(=O)N1C1CCCC1 (stereo unspecified) | i | -6 | -1 | 1 | 0.0 | 4 | 1 | -2 | -0.5 | 21
O=C(COc1ccc(F)cc1)N1CCc2ccccc2C1 | i | -1 | -4 | 0 | 0.7 | 4 | -1 | 2 | -0.1 | 15
CCn1c(SCC(=O)NC(C)(C)C)nnc1-c1ccncc1 | -0.1 | 3 | -1 | 4 | -0.1 | 0 | 6 | 0 | 2.5 | 23
CCCCc1c(C)nc2c(OC)cccc2c1SCC(=O)O | i | 1 | -1 | -15 | 2.5 | 3 | 1 | -3 | -0.1 | 8
CCOc1ccc(CN2CCNC(=O)C2CC(=O)NCC2CCOCC2)cc1 (stereo unspecified) | -0.8 | 8 | -1 | 2 | 2.1 | 11 | -9 | 2 | 0.6 | 6
COCCN(C(=O)CCC(=O)Nc1ccccn1)C(C(=O)NC(C)C)c1ccc(Cl)cc1 (stereo unspecified) | -7.3 | 6 | -3 | 4 | 1.3 | -12 | 4 | -1 | 0.3 | 38
COc1ccc(NC(=O)C(c2ccc(OC)cc2)N(C)C(=O)Cc2cccs2)cc1 (stereo unspecified) | -0.2 | -1 | 7 | -5 | . | 8 | 4 | 0 | 0.2 | 8
CN(C)C(=O)Oc1cccc(NC(=O)N2CCOCC2)c1 | 3.4 | 3 | 1 | -8 | . | -3 | -8 | 4 | 0.5 | 36
O=C(c1ccc2c(c1)OCO2)N(c1ccccc1)C1C=CS(=O)(=O)C1 (stereo unspecified) | 0.7 | -3 | -6 | -7 | . | -4 | -2 | -2 | -0.5 | 16
Cc1ccc(OCC(=O)NCCN2CCCC2)cc1 | 14 | 8 | 6 | -21 | . | -1 | 1 | 0 | -1.5 | 4
Next records:
SMILES | BH1578 lux ind | Rv3671c protease | SARS 3CLpro inh | PriA SSB inh | TcdB GH inh | Y pestis TopoI | MazF activator | Anthrax LF prot | PfHsp40 rescue | VHR inh abs
CCOC(=O)C1C(=O)OC2(CCCCC2)C1C(=O)OCC (stereo unspecified) | 0.2 | 0 | -1 | -15 | -0.7 | 8 | 9 | -4 | -1.5 | 25
COc1cccc(C=NCCNC(=O)c2nonc2N)c1O | . | 0 | -4 | 1 | . | 14 | 9 | 0 | 2.1 | 21
COc1ccc(Cl)cc1C(=O)Nc1nc(C)cc(C)n1 | 0.7 | -5 | -2 | -8 | 0.2 | 2 | 1 | -12 | -0.6 | 18
CNC(=O)CN1C(=O)NC2(CCc3ccccc3C2)C1=O (stereo unspecified) | -0.1 | 10 | 3 | -4 | -2.2 | 5 | -114 | 9 | -0.5 | 23
Cc1ccc(-c2c[n+](CC(=O)c3ccc(Br)cc3)c3n2CCCCC3)cc1 | -0.6 | 0 | 6 | -6 | 1.5 | -7 | 24 | 1 | 0.2 | -5
CCOC(=O)C1(C)C(=O)CC2c3nc4ccccc4cc3CN2C1=O (stereo unspecified) | -4.8 | . | . | . | -1.6 | 19 | 1 | 1 | . | .
Cc1ccc(OCC(=O)Nc2ccccc2-c2ccccc2)cc1 | -0.2 | -2 | 2 | -64 | . | -2 | -9 | -1 | 9.0 | -10
COc1ccc(N(C(=O)C2COc3ccccc3O2)C(C(=O)NC2CCCCC2)c2ccccc2)cc1OC (stereo unspecified) | -1.2 | 2 | 1 | 2 | . | 17 | -4 | 0 | 6.5 | 34
Cc1ccc2nc(N(CCN(C)C)C(=O)c3cc(Cl)sc3Cl)sc2c1 | -0.5 | -2 | -1 | 21&10 | . | 12 | -5 | -2 | -0.1 | 10
O=C(NCCc1ccc(F)cc1)c1cc([N+](=O)[O-])ccc1N1CCOCC1 | i | -5 | . | -2 | 0.8 | -3 | 0 | 0 | -0.7 | .
CCCCCN(C(=O)CCC(=O)OCC(=O)N1CCCC(C)C1)c1c(N)n(CCCC)c(=O)[nH]c1=O (stereo unspecified) | -0.5 | -6 | 3 | -11 | -3.2 | 16 | -1 | -3 | 1.3 | 20
Cn1c(Cc2ccccc2)nnc1SCC(=O)N1CCCCC1 | 6.7 | -1 | -3 | -9 | . | 5 | 1 | -5 | -0.3 | 31
NC(CSS(=O)(=O)O)=NCCC12CC3CC(CC(O)(C3)C1)C2 | -0.4 | -4 | 5 | -7 | -0.1 | 5 | 5 | 2 | 1.5 | -5
CCc1ccc(N2CC(C(=O)NC3CC3)CC2=O)cc1 (stereo unspecified) | -0.3 | -2 | -2 | 0 | 0.5 | 4 | 1 | -3 | -0.2 | -12
Cc1cc(C(=O)Nc2nnc(C(F)(F)F)s2)cs1 | -0.5 | -3 | 2 | -11 | 4.5 | 0 | -2 | -6 | -1.0 | -3
COc1ccc(C2=NN(C(=O)CCC(=O)O)C(c3ccccc3)C2)cc1 (stereo unspecified) | i | . | 1 | -9 | -0.8 | 1 | 0 | 1 | -1.4 | -16
CC(=O)Nc1nnc(SCC(=O)N2CCc3ccccc32)s1 | -4.8 | -18 | -6 | 15 | 4.0 | 3 | 0 | -2 | -1.5 | 38
CCCCn1c(N)c(N(CCOC)C(=O)COC(=O)Cc2cccc(OC)c2)c(=O)[nH]c1=O | -0.4 | -1 | . | 2 | 1.6 | 10 | -1 | 2 | -0.5 | .
CCN1CCN(c2nc3c(C)cccn3c(=O)c2/C=C(\C#N)S(=O)(=O)c2ccc(Cl)cc2)CC1 | -0.9 | 2 | 2 | 11 | 1.1 | 9 | -56 | -1 | 0.0 | 13
Nc1ccc2nc(-c3ccc(Cl)cc3)[nH]c2c1 | -0.3 | 7 | . | 29 | 8.5 | -7 | 5 | -15 | -0.3 | 17
COc1ccc(CC(=O)NCC(=O)NCc2cc(=O)n(C)c(=O)n2C)cc1 | i | -15 | -2 | 0 | 1.1 | -2 | 13 | -1 | 0.8 | -13
CCNC(=O)COC(=O)c1cc(-c2ccccc2)nn1-c1ccccc1 | i | 0 | 3 | 0 | 2.5 | 18 | 3 | 2 | 4.1 | 9
N#Cc1cc([N+](=O)[O-])ccc1NC(=O)COC(=O)C1CC2CCCC(C1)C2=O (stereo unspecified) | -2.8 | 0 | . | -5 | 0.5 | -8 | 5 | -2 | -0.5 | .
O=C(CSc1nccc(-c2cccs2)n1)Nc1ccccc1 | i | -3 | 0 | 1 | 3.2 | 6 | -3 | . | -1.5 | 23
Nc1c(Cl)ncnc1N/N=C/c1ccccn1 | . | -12 | -2 | . | . | . | 2 | . | . | -1

Looked up by compound from the list above, 6 records:
SMILES | BH1578 lux ind | Rv3671c protease | SARS 3CLpro inh | PriA SSB inh | TcdB GH inh | Y pestis TopoI | MazF activator | Anthrax LF prot | PfHsp40 rescue | VHR inh abs
CCc1ccc(N2CC(C(=O)NC3CC3)CC2=O)cc1 (stereo unspecified) | -0.3 | -2 | -2 | 0 | 0.5 | 4 | 1 | -3 | -0.2 | -12
Nc1ccc2nc(-c3ccc(Cl)cc3)[nH]c2c1 | -0.3 | 7 | . | 29 | 8.5 | -7 | 5 | -15 | -0.3 | 17
O=C(NCCc1ccc(F)cc1)c1cc([N+](=O)[O-])ccc1N1CCOCC1 | i | -5 | . | -2 | 0.8 | -3 | 0 | 0 | -0.7 | .
COc1ccc(Cl)cc1C(=O)Nc1nc(C)cc(C)n1 | 0.7 | -5 | -2 | -8 | 0.2 | 2 | 1 | -12 | -0.6 | 18
NC(CSS(=O)(=O)O)=NCCC12CC3CC(CC(O)(C3)C1)C2 | -0.4 | -4 | 5 | -7 | -0.1 | 5 | 5 | 2 | 1.5 | -5
CNC(=O)CN1C(=O)NC2(CCc3ccccc3C2)C1=O (stereo unspecified) | -0.1 | 10 | 3 | -4 | -2.2 | 5 | -114 | 9 | -0.5 | 23

(listing goes on)
SMILES | BH1578 lux ind | Rv3671c protease | SARS 3CLpro inh | PriA SSB inh | TcdB GH inh | Y pestis TopoI | MazF activator | Anthrax LF prot | PfHsp40 rescue | VHR inh abs
COCC(C)NC(=O)c1cccc([N+](=O)[O-])c1 (stereo unspecified) | i | -5 | 3 | -8 | 1.3 | 0 | -1 | 0 | -0.4 | 18
COc1ccc(NC(=O)CC2C(=O)N(c3ccc(OC)cc3)C(=S)N2NC(=O)c2cccc(F)c2)cc1 (stereo unspecified) | -0.3 | -22 | 3 | 4 | . | 0 | -5 | 1 | 0.6 | -4
COc1ccccc1-c1cc(C(=O)N/N=C\c2cn(C)nc2C)c2ccccc2n1 | -0.2 | 2 | -2 | . | 1.8 | 8 | 4 | 0 | -0.9 | 18
Cc1ccc(NC(=O)C2(S(=O)(=O)c3ccc(Cl)cc3)CC2)cc1 | -0.4 | -8 | -4 | -15 | 1.6 | -7 | 6 | -2 | -1.0 | 7
Cc1csc2nc(COC(=O)c3ccc(Cl)c([N+](=O)[O-])c3)cc(=O)n12 | -11 | -3 | . | -16 | 0.2 | 6 | 13 | -8 | -0.8 | .
CCOC(=O)C(O)(c1ccc(N(CC)S(=O)(=O)c2ccc(C)cc2)cc1)C(F)(F)F (stereo unspecified) | i | -13 | 5 | -36 | . | 41 | 1 | -1 | 1.1 | 13
COc1ccc(S(=O)(=O)N2CCCC(C(=O)NCC3CCCO3)C2)cc1OC (stereo unspecified) | -0.3 | -7 | -6 | -1 | -1.7 | 4 | 10 | 10 | -0.9 | 26
CN1C(=O)C(O)(CC(=O)c2ccc(F)cc2)c2cc(Br)ccc21 (stereo unspecified) | -0.2 | 0 | 2 | 1 | 2.3 | -3 | 10 | -4 | 0.8 | 19
Cc1cccc(OCC(O)CNC(=O)c2ccccc2C(=O)O)c1 (stereo unspecified) | i | -6 | 4 | -9 | . | -5 | -6 | -1 | 0.8 | .
